aSyn UTR inh – MLPCN primary screen, SNCA 5' untranslated region | alpha-synuclein 5'UTR reporter, inhibitor activity | inhibition, % (tested at 7.5 µM) | 300,000 tested, 0.82% active; in the data active = inhibition above about 60%; inconclusive = no clear call, values can overlap the other calls;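 also: H4 neuroglioblastoma cells stably carrying SNCA 5'UTR luciferase fusion; 0% = DMSO wells and 100% = positive control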
GSK3A inh – blocks human GSK-3 alpha kinase; P49840; ADP-Glo luminescence, 60 min; inhibition, % at 10 µM; 320,000 tested, 0.1% active;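 in the data active = inhibition above about 50%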;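 also: GST-tagged GSK-3 alpha with peptide substrate and 25 µM ATP; 0% = DMSO neutral wells and 100% = GW8510 positive control wells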
Target sequence (P49840 whole entry, looked up): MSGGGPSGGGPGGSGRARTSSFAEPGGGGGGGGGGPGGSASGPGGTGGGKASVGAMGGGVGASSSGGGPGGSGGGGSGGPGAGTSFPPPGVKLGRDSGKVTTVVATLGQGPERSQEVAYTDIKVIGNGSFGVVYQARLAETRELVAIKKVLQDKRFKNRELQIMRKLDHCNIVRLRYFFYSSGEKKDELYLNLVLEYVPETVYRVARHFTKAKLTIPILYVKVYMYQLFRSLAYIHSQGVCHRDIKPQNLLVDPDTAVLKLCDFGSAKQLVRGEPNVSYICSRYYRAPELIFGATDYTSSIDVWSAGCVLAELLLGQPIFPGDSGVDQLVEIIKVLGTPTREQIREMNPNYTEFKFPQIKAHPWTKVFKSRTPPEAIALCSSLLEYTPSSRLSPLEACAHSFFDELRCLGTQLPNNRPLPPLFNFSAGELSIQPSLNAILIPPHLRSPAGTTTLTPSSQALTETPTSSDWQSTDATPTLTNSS
IEC-6 cytotox – IEC-6 cytotoxicity, counter-screen for KLF5 inhibitors | luminescence viability | inhibition, % at 5 µM | 290,000 tested, 0.78% active | AID 1825; in the data active = inhibition above about 22%;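 also: 0% = plate median of test compound wells and 100% = cytotoxic reference compound wells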
AI-2 QS modul – Vibrio harveyi AI-2 quorum sensing modulation; Vibrio harveyi JMH597 AI-2 luminescence/OD600 ratio, 9 h; active compounds read low; strain lacks LuxN and CqsS sensors; 0 = neutral-control median; activity change, % at 7.5 µM; 300,000 tested, 0.4% active; AID 2094; in the data active = activity change below about -75%, passing the limit was not always enough; inconclusive = no clear call, values can overlap the other calls;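 also: luminescence divided by OD600 gain over 9 h not by final OD600 alone; inactives centre near 13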
GSK3B inh – blocks human GSK3beta kinase activity; activity score (negative = inhibition), % at 10 µM; 300,000 tested, 0.038% active; GST-GSK3beta kinase, ADP-Glo luminescence, 60 min; active compounds read low;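 active = more than half of replicate wells score below -50%, meaning over 50% inhibition versus plate controls; inconclusive = some replicates but at most half score below -50%; inactive = no replicate scores below -50%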;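 also: 0% = median DMSO wells and -100% = median GW8510 positive control wells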
Target sequence (P49841 whole entry, looked up): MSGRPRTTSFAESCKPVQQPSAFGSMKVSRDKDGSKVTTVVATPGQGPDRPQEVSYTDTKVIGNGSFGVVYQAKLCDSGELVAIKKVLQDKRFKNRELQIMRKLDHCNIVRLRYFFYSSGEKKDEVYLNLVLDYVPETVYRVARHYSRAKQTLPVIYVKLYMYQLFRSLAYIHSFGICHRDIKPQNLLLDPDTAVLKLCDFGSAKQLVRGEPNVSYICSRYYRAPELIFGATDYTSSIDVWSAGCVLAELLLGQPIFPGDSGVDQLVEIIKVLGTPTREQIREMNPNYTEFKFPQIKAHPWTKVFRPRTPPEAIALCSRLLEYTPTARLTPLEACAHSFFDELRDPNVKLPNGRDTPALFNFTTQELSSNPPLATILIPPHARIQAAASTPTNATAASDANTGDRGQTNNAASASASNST
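Assay system: GST-tagged human GSK3beta kinase, cell-free; Input: 1.6 ng GSK3beta; Medium: Tris/MgCl2 kinase buffer; Timing: 60 min enzyme reaction, room temperature; Signal: ADP-Glo luminescence quantifying ADP generated by kinase; Evaluation: score relative to plate controls; Benchmarks: DMSO neutral wells and GW8510 at 20 µM as positive.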
HSF-1 act – increases HSF-1 driven luciferase reporter signal; activation, % at 9 µM; AID 504408; NIH3T3-HGL HSF-1 luciferase reporter, MG132, 8 h; 100% = twice DMSO control signal; 300,000 tested, 1.7% active;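 active = mean replicate activation of at least 50% with a set share of replicates each reaching 50%; inconclusive = only one of those two conditions met; inactive = mean below 50% and too few replicates reaching it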;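 also: 0% = median of the neutral control wells and 100% = twice that signal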
KLF5 inhibitor – suppresses KLF5 promoter-driven expression | inhibition, % at 5 µM | 290,000 tested, 0.23% active | DLD-1 KLF5 promoter-luciferase reporter, luminescence;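 active = inhibition above a per-plate limit of that plate's mean compound inhibition plus 3 SD, cut at about 60% in these data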;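 also: 0% = DMSO wells and 100% = LY294002 at 200 µM; higher means less KLF5 promoter-driven luciferase light; inactives centre near -14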
HIF activator – HIF pathway transcriptional activation | activation, % at 7.5 µM (by protocol) | 300,000 tested, 0.32% active | U2OS HRE-luciferase reporter, luminescence; normalized: DMSO 0%, desferrioxamine 100%;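 active = mean activation of at least 10% of the iron chelator positive control signal, with at least half of replicates also reaching 10%; inconclusive = mean and replicate majority disagree about reaching 10%; inactive = mean and most replicates under 10%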
HSF1 inhib – HSF1 inhibition. NIH3T3-HGL HSE-luciferase, MG132-induced, luminescence 8 h; active compounds read low. activity change, negative = inhibition, % at 7.5 µM (by protocol). 300,000 tested, 0.77% active;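 active = more than half of replicate wells show activity change below -50%, luminescence cut by over half; inconclusive = some wells, but at most half, below -50%; inactive = no replicate well below -50%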;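 also: luciferase reports HSF-1 transcriptional activity via heat shock element; 0% = median of DMSO wells and -100% = zero luminescence signal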
HSP90 inh – blocks HSP90-mediated luciferase refolding in reticulocyte lysate; Rabbit reticulocyte lysate, luciferase refolding luminescence, 3 h; 290,000 tested, 0.91% active; inhibition, % at 5.6 µM;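 active = inhibition above the screen-wide mean plus 3 SD, computed separately per campaign, cut at about 16% in these data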;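 also: 0% = DMSO wells and 100% = 60 µM geldanamycin wells; inhibitors lower the luminescence because luciferase stays unfolded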
* marks the source's active call; other numbers are inactive results; ? = inconclusive; / = not tested or not shown.

SMILES	aSyn UTR inh	GSK3A inh	IEC-6 cytotox	AI-2 QS modul	GSK3B inh	HSF-1 act	KLF5 inhibitor	HIF activator	HSF1 inhib	HSP90 inh
COc1ccccc1NC(=O)COc1ccc(C(=O)OCC(=O)NC(C)(C)C)cc1OC	-15	0	4	9	1	30	25	0.7	16	1
O=C(c1ccc(Cl)c(F)c1F)N1CCCC1	13	-5	0	36	0	-2	-19	-0.3	-5	-1
Cc1cc(OC(=O)c2ccccc2Cl)cc(=O)n1C	2	1	3	36	2	9	-13	-0.3	-3	-2
Cn1cnc([N+](=O)[O-])c1SCCO	-10	0	3	27	-7	-1	-32	-0.6	-10	2
NNc1nc(-c2ccccc2)cc(-c2ccccc2)n1	54	-2	5	-1	4	-9	-15	0.1	-8	-3
S=C(NCCN1CCCCC1)Nc1ccccc1	13	-1	1	6	3	-16	-10	0.1	-1	-1
O=[N+]([O-])c1cc(C(F)(F)F)ccc1N/N=C/c1cc2ccccc2nc1Cl	8	-2	2	4	1	-2	-28	-0.9	-7	4
COc1ccc(N2CCN(C(=O)CCCCCn3c(=S)[nH]c4cc5c(cc4c3=O)OCO5)CC2)cc1	3	-1	-8	20	8	6	-15	-0.1	4	0
CC(C)(C)c1ccc(Oc2coc3cc(OCC(=O)O)ccc3c2=O)cc1	12	-4	-7	34	3	-11	-9	-2.2	-3	0
CCOc1ccc(C2C(C#N)=C(N)SC(N)=C2C#N)cc1OC	15	5	0	20	-2	-10	-16	0.0	-2	1
Cc1nn(-c2ccccn2)c(C)c1Oc1ccccc1O	1	-1	0	11	-3	?	13	0.5	28	-4
COC(C[C@@H]1O[C@H]1[C@H](O)COCc1ccccc1)OC	17	/	/	15	2	1	/	0.4	1	/
CCOCCOC(=O)C1=C(C)Nc2ccc(C)cc2S1	-92	6	-2	11	-3	-10	2	3.0	-12	-2
N#Cc1ccsc1NC(=O)COC(=O)CCCSc1nc2ccccc2s1	50	-1	0	54	2	-3	22	-0.9	-5	10
O=C(NCC(c1cccnc1)N1CCOCC1)NC1CCCCC1 (stereo unspecified)	2	/	3	-4	-23	-4	-5	-0.1	-5	-1
Cc1ccc2cc(CN(CCCO)S(=O)(=O)c3ccccc3F)c(=O)[nH]c2c1C	12	2	-9	15	0	-7	-4	0.6	-5	7
CC1CC(C)CN(C(=O)COC(=O)CCc2nc3ccccc3c(=O)[nH]2)C1 (stereo unspecified)	-10	1	1	17	-1	6	-7	0.2	-4	-2
CCCn1c(=O)c(C(=O)NNC(=O)c2ccccc2Cl)c(O)c2ccccc21	-2	-2	9	9	0	25	-31	0.1	-1	2
Cc1cc(C)cc(NC(=O)N2CCN(C/C=C/c3ccccc3)CC2)c1	-18	3	-4	6	-2	7	-15	-0.3	-13	-3
COc1ccc(N2C(=O)C3NN=C(C(=O)OCc4ccccc4)C3C2=O)cc1 (stereo unspecified)	-18	-11	0	-3	1	13	-38	-0.7	-2	-2
CN(C)c1ccc(C(C[N+](=O)[O-])c2c(N)n(C)c(=O)n(C)c2=O)c(F)c1C#N (stereo unspecified)	-33	0	-11	30	0	66*	-42	0.1	53	-5
CC1=C(C(N)=O)C(c2ccc(Cl)c(Cl)c2)n2ncnc2N1 (stereo unspecified)	2	-4	-4	11	2	3	-13	-0.9	3	1
CCC1(c2ccccc2)NC(=O)N(CC#N)C1=O (stereo unspecified)	-7	3	-2	8	-3	5	-18	-0.5	-3	0
COc1ccc(-c2nc3n(n2)C(c2cccnc2)C(C(N)=O)=C(C)N3)cc1 (stereo unspecified)	-15	-2	-3	28	1	5	-7	-0.1	0	1
CC(=O)Nc1ccc2nc(C3CCCCC3)[nH]c2c1	24	-1	2	13	3	-6	-36	1.2	-8	2

Brought forward from above: three entries, then new ones.
SMILES	aSyn UTR inh	GSK3A inh	IEC-6 cytotox	AI-2 QS modul	GSK3B inh	HSF-1 act	KLF5 inhibitor	HIF activator	HSF1 inhib	HSP90 inh
CCC1(c2ccccc2)NC(=O)N(CC#N)C1=O (stereo unspecified)	-7	3	-2	8	-3	5	-18	-0.5	-3	0
COc1ccc(-c2nc3n(n2)C(c2cccnc2)C(C(N)=O)=C(C)N3)cc1 (stereo unspecified)	-15	-2	-3	28	1	5	-7	-0.1	0	1
CC(=O)Nc1ccc2nc(C3CCCCC3)[nH]c2c1	24	-1	2	13	3	-6	-36	1.2	-8	2
Cc1c(O)ccoc1=O	7	-2	1	-17	-22	0	0	-0.1	1	3
O=C(c1cc2sccc2n1Cc1ccccc1)N1CCc2ccccc21	1	-1	-2	4	-8	15	-35	-0.3	-4	3
Cc1ccc(C)n1NC(=O)c1ccccc1Cl	-8	0	0	7	0	3	8	-0.4	-5	0
O=C(CN1C(=O)C2C3C=CC(C3)C2C1=O)OCC(=O)c1ccc(Br)cc1 (stereo unspecified)	7	1	-9	-3	0	-66	-25	0.1	-60*	-2
O=S(=O)(c1cccs1)N1CCN(CCc2ccccc2)CC1	-11	-1	1	19	4	-19	-11	-0.2	-2	3
CC(c1ccccc1)N1C(=O)NC(NC(=O)C(C)(C)C)(C(F)(F)F)C1=O (stereo unspecified)	-5	3	3	5	-1	16	9	-0.8	-3	2
Cc1ccccc1OCC(=O)N1N=C(C(F)(F)F)CC1(O)C(C)(C)C (stereo unspecified)	0	-1	0	-5	4	4	-19	-0.5	0	2
COC(=O)c1ccccc1NC(=O)c1ccccc1NS(C)(=O)=O	-17	0	3	22	0	15	-29	-0.1	-4	2
Clc1ccc(Cc2ccc(Cl)nn2)c(Cl)c1	4	5	-6	29	3	20	-5	-0.3	4	3
CCOC(=O)C1=NN(C(=O)Nc2ccc(OC)cc2)C2C(=O)N(c3cccc(C(F)(F)F)c3)C(=O)C12 (stereo unspecified)	4	-2	5	59	4	0	4	-0.4	-1	2
COc1ccc(N(CC(=O)NCc2cccs2)S(=O)(=O)c2c(C)nn(C)c2C)cc1	4	-3	2	21	-4	-4	-27	0.0	0	0
COc1cccc(/C=N/Nc2ncc(C)c(=O)[nH]2)c1OC	-18	0	-4	17	1	3	-36	-0.1	5	3
CCOc1ccc(NC(=O)CSc2nc(-c3cccs3)cc(C(F)(F)F)n2)c([N+](=O)[O-])c1	34	-1	2	34	-1	-16	2	-0.2	-13	0
O=C(CCc1nc(-c2ccccc2)no1)Nc1cccnc1	-20	-2	-2	/	/	-1	-14	-0.2	1	-2
COc1ccc(OC)c(-n2nnnc2SCC(=O)Nc2nc(C)c(C)s2)c1	14	-5	-4	23	2	-8	-21	-0.2	-4	0
O=C(NCCN1C(=O)S/C(=C\c2cccnc2)C1=O)C1=NN(c2ccccc2)C(=O)CC1	-7	1	-4	0	-3	-10	-15	-0.1	0	-3
COc1ccc(NS(=O)(=O)c2ccc3c(c2)OCCO3)cc1OC	0	0	16	20	2	5	11	0.4	8	-5
Cc1cccc(C)c1OCC(O)CN1CCc2ccccc2C1 (stereo unspecified)	43	-3	/	14	3	4	/	0.1	-6	/
CC1(C(=O)NC23CC4CC(CC(C4)C2)C3)CC1(Cl)Cl (stereo unspecified)	-2	-2	0	10	1	-13	2	-0.4	-8	-1
Cc1ccc(C(=O)Nc2nnc(C)s2)cc1	-52	-4	-8	11	-5	4	-150	2.3	20	6
CCOc1ccccc1NC(=O)COc1cccc(-n2cnnn2)c1	9	0	-2	17	4	2	-9	0.3	3	-6
CCOC(=O)c1sc(C)c2c(=O)n(CC)nnc12	31	3	-2	10	-2	-8	-31	-0.2	-3	-1
O=C(CCc1nnc2ccc(NCc3ccco3)nn12)Nc1ccccc1F	-13	-7	-3	24	-1	10	-18	-0.5	-3	1
CC(=O)N1CCc2c(sc(NC(=O)CS(=O)(=O)c3ccc(F)cc3)c2C#N)C1	2	/	/	14	2	-21	/	-0.6	-1	/
CC(=O)NC(Cc1cccc(F)c1)C(=O)NC1CCN(C(=O)Nc2ccccc2)CC1 (stereo unspecified)	5	-3	-9	/	/	-5	-14	-1.6	0	0

Next entries.
SMILES	aSyn UTR inh	GSK3A inh	IEC-6 cytotox	AI-2 QS modul	GSK3B inh	HSF-1 act	KLF5 inhibitor	HIF activator	HSF1 inhib	HSP90 inh
Cc1cc(C(=O)COC(=O)C2COc3ccccc3O2)c(C)n1CC1CCCO1 (stereo unspecified)	5	-1	-6	24	2	5	-18	0.3	0	9
CN(c1ccc(OCC(=O)Nc2ccc3[nH]c(=O)[nH]c3c2)cc1)S(=O)(=O)c1ccc(Cl)cc1	12	0	3	25	-1	-2	-15	0.0	-4	1
O=C(NCCO)c1ccccc1O	14	1	-1	7	4	-5	-20	-0.4	-3	1
O=C(CSc1nnnn1C1CCCC1)Nc1ccccc1F	0	1	5	17	-4	-7	-24	0.4	0	1
COc1ccc(NC(=O)Nc2ccccc2F)c([N+](=O)[O-])c1	-139	2	7	3	1	/	-30	1.8	/	1
CCOC(=O)Oc1ccc2oc(=O)cc(C)c2c1	-36	/	1	-2	2	-9	-33	0.6	3	4
O=C(O)c1ccc(N/N=C/C2=C(N3CCOCC3)C(=C\c3ccccc3)/CC2)cc1	-44	-2	-26	56	0	-71	-22	0.1	-60*	18*
O=c1cc(-c2ccccc2)c2c([nH]1)CCCC2	-22	/	1	34	0	5	-15	-0.2	11	3
O=C(O)CSCC(=O)N(c1ccccc1)c1ccccc1	8	-2	0	11	2	-3	-19	-0.5	-4	-2
COc1cc2c(cc1OC)C(C)N(C(=O)c1cc(C)on1)CC2 (stereo unspecified)	97*	1	85*	9	2	-45	74*	0.5	-38	0
Cn1c(Cc2cccc3ccccc23)nnc1SCc1ccc([N+](=O)[O-])cc1	9	-6	-8	34	-2	2	-18	-0.4	-4	3
CCOC(=O)C1CCCN(C(=O)/C=C/c2ccc(OC)cc2)C1 (stereo unspecified)	-8	-4	5	17	-2	2	-23	0.6	-3	-4
Cc1ccc(S(=O)(=O)NC(=O)Nc2ccc(C)cn2)cc1	-18	5	-2	19	1	69*	4	-33	25	3
COc1ccc(CNC(=O)C2(CC(=O)NC(C)(C)C)CCCC2)cc1	-6	-1	-6	0	0	11	-32	-0.3	-2	-4
Cc1cc(OC(C)C(=O)NCc2ccccn2)c2c(C)cc(=O)oc2c1 (stereo unspecified)	-1	-6	-3	0	1	15	-26	0.0	-4	-2
CC(C)c1ccc2occ(-c3nn[nH]n3)c(=O)c2c1	-3	0	9	31	-1	-5	-7	-0.1	-3	1
CCCCCC(O)(c1ccc(OC)cc1)C(CN1CCOCC1)c1ccccc1 (stereo unspecified)	28	1	-6	-8	1	16	-37	-1.7	8	-4
O=C(NCc1ccccc1)N[C@@H](Cc1c[nH]c2ccccc12)C(=O)O	-24	-4	-7	13	2	-9	-20	-1.1	-3	3
CSc1ncc(CN2CCN(CCC(C)C)C(CCO)C2)cn1 (stereo unspecified)	-10	-1	6	11	4	-15	-9	-0.3	-3	3
O=C(CCSc1nc(-c2ccc3c(c2)OCO3)cc(C(F)(F)F)n1)NCc1ccccc1	23	-2	0	3	-1	-36	-6	-0.5	-14	-3

Source: PubChem
